# M. tuberculosis: growth inhibition of non-replicating M. tuberculosis (AID 488890) | Mycobacterium tuberculosis non-replicating, growth inhibition; higher % means a stronger effect | one-dose inhibition, % at 25 µM; IC50 in µM for titrated hits | 320,000 tested, 0.39% active; in the data active = a potency from the dose series; inconclusive = inhibition mostly from about 82% at the one dose, without a potency; inactive = the rest, 99 in 100 with inhibition below about 76%;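 note: plate controls were DMSO cells for no effect and high antibiotic wells for full effect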
# H37Rv inhibition: M. tuberculosis growth inhibition, HTS (AID 449762) | M. tuberculosis H37Rv growth inhibition, 7H9 media; higher % means a stronger effect | inhibition, % at 25 µM, or IC50 in µM where a hit was titrated | 330,000 tested, 0.59% active; in the data active = a potency from the dose series; inconclusive = inhibition above about 70% without an active follow-up result;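 note: bacterial growth assessed after seven days of incubation; strong numbers were not always called active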
# influenza NS1A: H1N1 influenza NS1A inhibitors, functional cell based assay (AID 504329) | NS1A functional cell-based assay, percent inhibition; higher % means a stronger effect | inhibition, % at 12.5 µM, or IC50 in µM where a hit was titrated | 340,000 tested, 0.3% active; in the data active = a potency from the dose series; inconclusive = inhibition above about 27% without an active follow-up result; note: strong numbers were not always called active
# PhoP GFP inhibition: PhoP regulon inhibitors, Salmonella typhi PhoP promoter GFP reporter, confirmatory (AID 1850); Salmonella Typhi PhoP-promoter GFP reporter, fluorescence, 4 h; higher % means a stronger effect; inhibition, % at 50 µM; hits with a dose series show IC50 in µM; 310,000 tested, 0.33% active; in the data active = a potency from the dose series; inconclusive = inhibition mostly from about 25% at the one dose, without a potency; inactive = the rest, 99 in 100 with inhibition below about 19%;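 note: 0% = induced wells with vehicle and 100% = uninduced wells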
# VEEV TC-83 Vero: inhibitors of VEEV TC-83 cytopathic effect, confirmation, Vero cells (AID 588727); Vero cells, VEEV TC-83 cytopathic effect inhibition; higher % means a stronger effect; inhibition, % at 20 µM, or IC50 in µM where a hit was titrated; 350,000 tested, 0.13% active; in the data active = a potency from the dose series; inconclusive = inhibition mostly from about 14% at the one dose, without a potency; inactive = the rest, 99 in 100 with inhibition below about 12%; note: strong numbers were not always called active
# VEEV TC-83 Vero 10K pilot screen: further read-out of VEEV TC-83 Vero, marked with its call; inhibition, %; measured here: 10K pilot screen inhibition
# * marks the source's active call; other numbers are inactive results; i = inactive; u = inconclusive; x = no result given; & = joins results of further samples.
SMILES,M. tuberculosis,H37Rv inhibition,influenza NS1A,PhoP GFP inhibition,VEEV TC-83 Vero,others
CCOC(=O)c1c(C)[nH]c(C)c1C(=O)COC(=O)c1cccs1,29%,4%,-18%,x,i,
O=C(c1cccs1)N1CCN(Cc2ccccc2[N+](=O)[O-])CC1,25%,-2%,-12%,-4%,0.7%,
O=C1C=C(c2ccc(F)cc2OCc2ccccc2)C[C@@H](c2ccc(Cl)cc2)C1,-6%,-6%,-13%,x,0.1%,
O=C(/C=C/c1ccco1)N/C(=C\c1ccccc1)C(=O)NCCc1nc2ccccc2[nH]1,0%,1%,-1%,-2%,2.9%,
O=C1CC(c2ccccc2)C(=O)N2C(=O)CC(c3ccccc3)C(=O)N12 (configuration not stated),x,x,1%,x,1.5%,
CCOC(=O)NC1C=CS(=O)(=O)C1 (configuration not stated),-2%,-6%,3%,5%,0.5%,
Cc1ccc(S(=O)(=O)Nc2cccc(C(=O)N3CCOCC3)c2)c(C)c1NS(C)(=O)=O,-5%,-3%,-3%,-24%,2.1%,
CCOC(=O)COc1ccccc1C1Nc2ccccc2C(=O)N1c1cccc(Cl)c1 (configuration not stated),63%,-1%,0%,-2%,i,
CC(C)c1ccc(N2C(=O)[C@@H]3Cc4ccccc4CN3C2=O)cc1,11%,6%,4%,1%,3.4%,
N/C(=N\S(=O)(=O)c1ccc(Cl)cc1)N1CCOCC1,-23%,-9%,-6%,-2%,1.9%,
O=C(CCSc1nnc2ccc3ccccc3n12)Nc1ccc(F)cc1,-12%,-5%,5%,-2%,0.1%,
Cc1ccnc(NCc2ccc(Cl)cc2)c1,57%,9%,-13%,-7%,0.4%,
CCn1nc(C(=O)Nc2ccc(S(=O)(=O)Nc3nccs3)cc2)c2ccccc2c1=O,x,1%,-18%,5%,5.7%,
Cc1cc(C)nc(Oc2ccc(Br)cc2Br)n1,18%,5%,4%,18%,3.0%,
CS(=O)(=O)N(CC(=O)NC1CCCC1)c1ccc(Oc2ccccc2)cc1,17%,7%,-8%,-15%,i,
Cc1cc(C)c(C)c(S(=O)(=O)N2CCN(C(=O)CCc3nc4ccccc4c(=O)[nH]3)CC2)c1C,27%,-1%,-10%,-7%,5.3%,
Cc1cccc(C)c1NC(=S)N(Cc1ccco1)C1CCN(C(C)C)CC1,5%,3%,-9%,1%,0.1%,
CC(=O)OC(C)C1C2=C(C(=O)CC1(C)O)C(=O)c1c(ccc(-c3ccc4c(c3O)C(=O)C3=C(C4=O)C(C(C)OC(C)=O)C(C)(O)CC3=O)c1O)C2=O (configuration not stated),x,x,6%,x,7.0%,
O=C(Nc1ccc(Cl)cc1)N1CCC(c2nc(-c3ccc(F)cc3)no2)CC1,67%,-7%,-6%,-3%,1.1%,
CCOc1ccc2nc(NCCNS(=O)(=O)c3ccccc3)c(C#N)cc2c1,20%,-11%,-10%,-2%,1.1%,

# The closing 4 entries of the section above are carried over, then new ones follow:
SMILES,M. tuberculosis,H37Rv inhibition,influenza NS1A,PhoP GFP inhibition,VEEV TC-83 Vero,others
Cc1cccc(C)c1NC(=S)N(Cc1ccco1)C1CCN(C(C)C)CC1,5%,3%,-9%,1%,0.1%,
CC(=O)OC(C)C1C2=C(C(=O)CC1(C)O)C(=O)c1c(ccc(-c3ccc4c(c3O)C(=O)C3=C(C4=O)C(C(C)OC(C)=O)C(C)(O)CC3=O)c1O)C2=O (configuration not stated),x,x,6%,x,7.0%,
O=C(Nc1ccc(Cl)cc1)N1CCC(c2nc(-c3ccc(F)cc3)no2)CC1,67%,-7%,-6%,-3%,1.1%,
CCOc1ccc2nc(NCCNS(=O)(=O)c3ccccc3)c(C#N)cc2c1,20%,-11%,-10%,-2%,1.1%,
CCOc1cccc(C(=O)Nc2ccccc2C(=O)N2CCN(C)CC2)c1,23%,9%,3%,14%,4.1%,
O=C(C1CCN(c2ncnc3c2nc2n3CCCCC2)CC1)N1CCN(c2ccccc2F)CC1,-12%,u,-7%,-3%,7.5%,
COc1ccc(-c2cc(C(=O)N3CCCC3)c3ccccc3n2)cc1OC,0%,-9%,-11%,-8%,7.6%,
CCc1cc2c(NCc3ccco3)ncnc2s1,-1%,0%,3%,-1%,0.9%,
O=S(=O)(c1ccc(F)c(F)c1F)N1CCN(C(=S)Nc2ccccc2)CC1,-6%,6%,-2%,1%,1.7%,
Cc1csc(NC(=O)/C=C/c2ccc3c(c2)OCO3)n1,11%,-4%,-4%,-3%,1.6%,
COc1ccccc1N(C)S(=O)(=O)c1ccc(Cl)c(C(=O)NNC(=O)c2ccccc2O)c1,-10%,1%,-21%,-3%,i,
Cc1ccc2c3c([nH]c2c1)C(=O)CC(C)(C)S3,-18%,1%,-11%,4%,i,
Cn1nc(N)c2c1N=P(N1CCOCC1)(N1CCOCC1)N=C2c1ccccc1,-1%,3%,-4%,5%,0.1%,
Cc1onc(-c2c(Cl)cccc2Cl)c1C(=O)n1nnc2ccccc21,14%,0%,x,-5%,x,
NC(=O)C1CCN(C(=O)C2CCN(C(=O)Nc3ccccc3)CC2)CC1,x,x,-13%,x,0.7%,
COc1ccc(CN2CCNC(=O)C2CC(=O)NCCN2CCCCC2=O)c(F)c1 (configuration not stated),10%,14%,11%,14%,0.8%,
CCN1C(=O)OC2(CCCCC2)C1(C)O (configuration not stated),-15%,0%,x,-7%,x,
CCN1CCN(c2ccc(S(=O)(=O)N3CCCCC3)cc2NC(=O)c2cccc(C)c2[N+](=O)[O-])CC1,25%,1%,1%,-2%,0.0%,
CCOc1ccc(NC(=O)CSc2nnc(CCNC(=O)c3ccc(OC)cc3)n2CC)cc1,10%,2%,21%,0%,3.6%,
O=C(NCC1CC1)Nc1ccc(Cl)cc1,14%,-3%,-19%,21%,0.6%,
CC(C)NCCCCOc1ccc(Br)cc1Cl,58%,4%,-2%,10%,6.0%,VEEV TC-83 Vero 10K pilot screen=0.0
CCOC(=O)C1=CNS(=O)(=O)NC1c1ccccc1 (configuration not stated),x,x,1%,x,0.7%,
COc1ccc(C(CNC(=O)c2ccc(S(=O)(=O)N3CCCC3)cc2)N2CCOCC2)cc1 (configuration not stated),12%,13%,-9%,-8%,1.4%,
O=C(Nc1cc(-c2ccccc2)[nH]n1)c1ccccc1F,8%,-1%,x,1%,1.9%,
C(=N\Nc1ncnc2sc3c(c12)CCC3)/c1cccs1,u,5.8µM*,28%,-6%,i,
O=C(CN1CCOCC1)Nc1ccc([N+](=O)[O-])cc1Br,1%,2%,-6%,-18%,i,
Cc1nc(SCCO)c([N+](=O)[O-])[nH]1,11%,-4%,0%,-12%,i,
O=[N+]([O-])c1ccc(N2CCN(S(=O)(=O)c3ccccc3)CC2)cc1NCC1CCCO1 (configuration not stated),4%,-10%,-6%,5%,9.1%,
Cc1c(-c2nnnn2-c2ccc(F)cc2)cnc2cc3c(cc12)OCO3,10%,5%,5%,-7%,4.0%,
COc1ccc(NC(=O)CN(C)S(=O)(=O)c2cnc[nH]2)cc1,2%,-2%,-7%,7%,0.3%,
Nc1ncnc(N2CCOCC2)c1N,-8%,-2%,1%,-5%,i,
Cc1nnsc1C(=O)N1CCC(C(=O)c2ccccc2)CC1,-11%,-8%,10%,4%,i,
CC(C)c1ccc(C(=O)OCC(=O)NC2CCCC2)cc1,48%,0%,2%,-1%,0.3%,
OCC[C@@H]1C[C@H](O)[C@@H](O)[C@@]2(CCCc3ccccc3O2)O1,-6%,0%,1%,2%,i,VEEV TC-83 Vero 10K pilot screen=0.9
O=C(CSc1ncccn1)N/N=C/c1ccc2c(c1)OCO2,-22%,2%,-2%,9%,5.1%,
O=C(NCCC(=O)N1CCC2(CC1)NCCc1[nH]cnc12)c1cccc(C(F)(F)F)c1,3%,-2%,-6%,4%,1.5%,
O=C(COC(=O)c1ccc(O)cc1)NC(=O)NCc1ccccc1,5%,-2%,-9%,x,3.3%,
Cc1ccc(C(=O)N2CCC3CC2c2cc(-c4ccc5c(c4)OCO5)ccc23)cc1 (configuration not stated),x,x,-4%,x,1.0%,
O=c1cc(O)c2c(=O)n(-c3ccccc3)c3c(c2o1)CCCCC3,8%,14%,-2%,0%,0.7%,
O=C(CN1CCN(Cc2ccccc2)CC1)N/N=C/C=C/c1ccccc1[N+](=O)[O-],16%,12%,0%,3%,2.0%,
O=C(O)c1ccc(CNCc2cccc(Cl)c2Cl)cc1,-38%,-1%,4%,10%,0.1%,
COc1ccc(S(=O)(=O)N2CCOCC2)cc1NC(=O)c1ccncc1,1%,-17%,-16%,x,0.5%,
Cc1cccc(Cn2c(N3CCN(CCO)CC3)nc3c2c(=O)[nH]c(=O)n3C)c1,-7%,3%,-16%,4%,0.2%,
COc1cccc(C2c3[nH]c4ccccc4c3CCN2Cc2cnn(C)c2)c1 (configuration not stated),26%,-4%,-11%,3%,0.8%,
O=C(O)c1cccc(N/N=C/c2cn(-c3ccccc3)nc2-c2cccs2)c1,13%,1%,-2%,-4%,2.2%,
O=C(Nc1cccnc1)c1ccc(Cl)c(Cl)c1,8%,5%,18%,-1%,1.0%,
CC(C)(C)n1nc2c(c1NC(=O)c1ccco1)CS(=O)C2 (configuration not stated),x,-13%,-3%,-8%,0.6%,
COc1cccc(NS(=O)(=O)CC23CCC(CC2=O)C3(C)C)c1 (configuration not stated),7%,-4%,-2%,-1%,i,
COc1ccc(C(=O)CSc2nnc(-c3ccccc3)o2)cc1,69%,-5%,6%,1%,1.8%,
CCSc1nnc([C@H](Cc2ccccc2)NC(=O)OC(C)(C)C)o1,25%,-4%,0%,8%,0.7%,
Cc1ccc2c(c1)=C/C(=C\c1c(O)[nH]c(=S)[nH]c1=O)C(=O)N=2,-15%,-9%,x,-2%,x,
Cc1ccc(S(=O)(=O)Nc2c(C)n(C)n(-c3ccccc3)c2=O)cc1C(=O)NCc1ccco1,x,x,9%,x,0.7%,
NC(=O)c1nsc(C(=O)N(Cc2ccco2)C(C(=O)NCC2CCCO2)c2ccc(F)cc2)c1N (configuration not stated),x,x,2%,x,4.5%,
CCSc1nnc(-c2cccc(S(=O)(=O)N(CC)CC)c2)n1Cc1ccccc1,19%,-4%,9%,-7%,9.3%,
CCN(CC)c1ccc(C=N/C(C#N)=C(\N)C#N)cc1,39%,10%,>100µM*,0%,0.3%,
CCC(CC)C(=O)Nc1nnc(S(=O)(=O)Nc2ccccc2C)s1,-3%,0%,-6%,-10%,0.9%,
COc1ccc(-c2noc(CN(C)S(=O)(=O)c3ccc(Cl)cc3)n2)cc1OC,6%,-2%,-10%,0%,i,
Nc1ccccc1C(=O)Nc1cccc(C(=O)O)c1,-4%,6%,-7%,3%,1.0%,
CCCC(=O)c1cc(-c2nc3ccccc3n2C)n(C)c1,11%,-1%,4%,-17%,1.4%,
COc1ccccc1C(=O)Nc1nnc(S(=O)(=O)N2CCCCC2)s1,10%,9%,-1%,1%,7.2%,
Cc1ccc(N(CC(O)Cn2c3ccccc3c3ccccc32)S(C)(=O)=O)c(C)c1 (configuration not stated),16%,-1%,6%,10%,i,
CCOC(=O)C1=C(C)Nc2sc(C(=O)c3ccc(F)cc3)c(N)c2C1c1ccc(C(=O)OC)cc1 (configuration not stated),23%,62%,-9%,-1%,1.1%,
CC1CCC(NS(=O)(=O)c2ccc3c(c2)CC(=O)N3)CC1 (configuration not stated),12%,4%,-3%,1%,0.9%,
COc1ccccc1N1CCN(C(c2ccc(C)cc2)c2nnnn2C(C)C)CC1 (configuration not stated),27%,1%,0%,-7%,0.4%,

# By substructure: the entries above containing a cyano group
SMILES,M. tuberculosis,H37Rv inhibition,influenza NS1A,PhoP GFP inhibition,VEEV TC-83 Vero,others
CCOc1ccc2nc(NCCNS(=O)(=O)c3ccccc3)c(C#N)cc2c1,20%,-11%,-10%,-2%,1.1%,
CCN(CC)c1ccc(C=N/C(C#N)=C(\N)C#N)cc1,39%,10%,>100µM*,0%,0.3%,

# (further entries)
SMILES,M. tuberculosis,H37Rv inhibition,influenza NS1A,PhoP GFP inhibition,VEEV TC-83 Vero,others
COC(CN1CCc2c(C)nc3c(C#N)cnn3c21)OC,-3%,-6%,3%,10%,0.3%,
COc1cc(/C=C2\SC(=O)N(CCNC(=O)c3sc4cc(F)ccc4c3Cl)C2=O)cc(OC)c1OC,4%,10%,-8%,-4%,2.0%,
COc1cc2c(C#N)c(N3CCN(c4ccccc4OC)CC3)nc(N)c2c(N)n1,33%,u,7%,-3%&-6%,10%,
CCn1c(P(C)(=O)O)nc2cc(NC(=O)c3ccccc3Cl)ccc21,-6%,-2%,1%,-4%,0.1%,
CCOC(=O)c1sc2ncnc(N3CCN(C(=O)OCC)CC3)c2c1C,35%,35%,-6%,-3%,9.8%,
COc1ccc2c(c1)c1nc3ccccc3nc1n2Cc1ccc(OC(C)C)c(OC)c1,-23%,8%,-5%,-2%,1.0%,
COc1ccc(NC(=O)CN(C)C(=O)CCC2CCCC2)cc1,23%,6%,-4%,-2%,2.1%,
